Screening data as filed in PubChem.
bIAP activator = bovine intestinal alkaline phosphatase activators, primary screen, biochemical, bovine IAP, CDP-star luminescence; alkaline phosphatase, intestinal [Bos taurus]; activation factor at 20 µM; hit rate 0.17% among 200,000; purified bovine IAP, 30 min; stronger effect = higher value; fold of DMSO-control signal, blank-subtracted;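 active means activation factor of 2 or more at 20 µM, a signal rise over negative controls twice the positive control's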
S1P3 antag = S1P3 receptor antagonists, primary screen, cell-based. Sphingosine 1-phosphate receptor 3 (Homo sapiens), Q99500. CHO S1P3 NFAT-BLA reporter, FRET fluorescence, antagonist mode. inhibition, % at 4.98 µM. hit rate 0.27% among 170,000. AID 485, 2006;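 active means inhibition above the plate cutoff, the mean inhibition of test wells on that plate plus 3 SD, cut at about 28% in these data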;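 further: cells challenged with S1P at its EC80 of 0.8 µM; blue over green emission ratio from cleaved BLA substrate after 4 h stimulation; 0% = S1P-stimulated wells and 100% = unstimulated DMSO-only wells; some compounds past the cut are filed as inactive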
PPARg SRC-1 ag = PPARgamma agonists recruiting SRC-1 coactivator, primary screen, biochemical; activation, % at 8 µM; AID 631, 2007; Peroxisome proliferator-activated receptor gamma (Homo sapiens), P37231; hit rate 0.41% among 200,000; PPARgamma-SRC-1 coactivator recruitment biochemical assay; in the data active means activation above about 19%;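 further: 0% = DMSO and 100% = reference agonist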
Target sequence (P37231 whole entry, looked up): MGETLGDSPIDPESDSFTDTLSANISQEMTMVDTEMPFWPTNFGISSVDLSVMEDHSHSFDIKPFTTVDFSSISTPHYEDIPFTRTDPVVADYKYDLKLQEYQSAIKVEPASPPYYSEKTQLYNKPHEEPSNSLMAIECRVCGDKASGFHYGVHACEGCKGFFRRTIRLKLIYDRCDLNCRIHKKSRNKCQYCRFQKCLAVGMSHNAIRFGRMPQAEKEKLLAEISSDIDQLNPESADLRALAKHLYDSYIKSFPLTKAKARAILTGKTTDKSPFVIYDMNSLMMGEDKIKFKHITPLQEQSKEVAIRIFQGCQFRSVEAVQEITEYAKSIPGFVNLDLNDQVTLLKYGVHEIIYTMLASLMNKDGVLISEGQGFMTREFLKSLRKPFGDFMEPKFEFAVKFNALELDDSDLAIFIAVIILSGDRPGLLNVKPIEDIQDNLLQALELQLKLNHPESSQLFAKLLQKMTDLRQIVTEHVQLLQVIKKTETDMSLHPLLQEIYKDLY
SRC2 TRFRET art = TR-FRET signal artefacts, primary screen, artefact control for PPARgamma SRC-2 agonist project, biochemical; TR-FRET ratio at 8 µM; hit rate 0.4% among 200,000; TR-FRET artefact counter-screen; stronger effect = higher value; AID 1049, 2008; in the data active means TR-FRET ratio above about 2000; further: inactives centre near 1500
bIAP inh = bovine intestinal alkaline phosphatase inhibitors, primary screen, selectivity assay for TNAP inhibitor project, biochemical, bovine IAP, CDP-star luminescence. alkaline phosphatase, intestinal [Bos taurus]. purified bovine IAP, 30 min. inhibition, % at 20 µM. 190,000 tested, under 10 active. AID 1019, 2008;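 active means over 50% inhibition of intestinal alkaline phosphatase at 20 µM in the single-dose screen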
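System: Purified bovine intestinal alkaline phosphatase (IAP) enzyme | Input: IAP diluted 1/65,000,000 in the well | Also added: CDP-star chemiluminescent phosphatase substrate, 30 µM final | Dosing: 20 µM single dose | Times: Enzyme reaction for 30 min at room temperature | Detection: Luminescence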
TLR4 MyD88 comp = inhibitors of TLR4-MyD88 association in cells, primary screen, cell-based, HeLa CL3-4, BLA complementation, FRET ratio; Toll-like receptor 4 (Homo sapiens) + Myeloid differentiation primary response protein …; hit rate 0.18% among 200,000; HeLa CL3-4 TLR4/MyD88 BLA complementation; inhibition, % at 8.4 µM; in the data active means inhibition above about 25%;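 further: 0% = vehicle and 100% = reference inhibitor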
ROMK primary = ROMK potassium channel modulators, primary screen, cell-based, thallium flux, MLSMR library; Tet-inducible ROMK, thallium flux fluorescence; actives lie on both sides; B-score at 10 µM; hit rate 2% among 130,000;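 active means signal ratio slope over the read window, or its plate-corrected B-score, at least 3 SD from the plate mean, either direction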;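 further: B-score of the F/F0 ratio slope over 7 to 12 s after thallium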
Target sequence (P48048 whole entry, looked up): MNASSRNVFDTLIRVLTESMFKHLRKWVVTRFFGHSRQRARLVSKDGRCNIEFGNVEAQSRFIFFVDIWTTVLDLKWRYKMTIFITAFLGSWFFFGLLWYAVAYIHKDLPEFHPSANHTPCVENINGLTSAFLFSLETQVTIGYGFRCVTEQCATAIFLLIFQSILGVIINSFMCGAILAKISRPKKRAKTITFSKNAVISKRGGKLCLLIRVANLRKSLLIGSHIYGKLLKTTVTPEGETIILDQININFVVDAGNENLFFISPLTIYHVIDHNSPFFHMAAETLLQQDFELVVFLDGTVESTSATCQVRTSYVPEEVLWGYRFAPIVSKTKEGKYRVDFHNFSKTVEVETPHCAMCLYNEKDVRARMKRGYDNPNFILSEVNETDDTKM
PPARg SRC2 recr = agonists of PPARg-SRC-2 recruitment, primary screen, biochemical, HTS | PPARgamma LBD-SRC-2 recruitment | activation, % at 8 µM | hit rate 0.34% among 200,000 | AID 1032, 2008; in the data active means activation above about 22%;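 further: 0% = vehicle and 100% = reference agonist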
Redox H2O2 prof = compounds producing H2O2 with reducing agent – biochemical, NIH compound library profiling, artefact control for MLSCN library redox annotation, primary screen; DTT-dependent redox cycling H2O2, phenol red/HRP absorbance; 100% = 100 µM peroxide control, 0% = buffer; hit rate 0.03% among 200,000; activation, % at 10 µM;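 active means activation of at least 50% relative to the plate's high and low controls in the primary single-dose screen; inactive means activation below 50%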;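 further: compound incubated with DTT at 0.8 mM final as the reducing agent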
Lmaj promast = Leishmania major promastigote growth inhibition, primary screen; Leishmania major promastigotes, resazurin fluorescence viability; inhibition, % at 10 µM; hit rate 9% among 200,000; in the data active means inhibition above about 50%;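 further: promastigotes grown with compound for 44 hours at 28 °C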
PPARg SRC3 recr = PPARgamma agonists recruiting SRC-3 coactivator, primary screen, biochemical | AID 731, 2007 | Peroxisome proliferator-activated receptor gamma (Homo sapiens), P37231 | hit rate 0.26% among 200,000 | activation, % at 8 µM | biochemical PPARgamma/SRC-3 coactivator recruitment assay; in the data active means activation above about 23%;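 further: 0% = DMSO and 100% = reference agonist; some compounds past the cut are filed as inactive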
An asterisk follows results filed as active; . = not tested or not shown. No enrichment for hits (roughly 11% active in at least one column).

| molecule | bIAP activator | S1P3 antag | PPARg SRC-1 ag | SRC2 TRFRET art | bIAP inh | TLR4 MyD88 comp | ROMK primary | PPARg SRC2 recr | Redox H2O2 prof | Lmaj promast | PPARg SRC3 recr |
| --- | --- | --- | --- | --- | --- | --- | --- | --- | --- | --- | --- |
| CC(C)CC(=O)NC(=S)Nc1ccccc1C(=O)Nc1ccccc1 | 1.1 | . | 0 | 1412 | -10 | 2 | 0.94 | 1 | 0.2 | -5 | 6 |
| CSc1cccc(NS(=O)(=O)c2cccs2)c1 | 0.9 | -10 | -1 | 1395 | 10 | -8 | . | -7 | 2.9 | -4 | -10 |
| C=CCc1c(C)nc2c(C(=O)O)cnn2c1C | 1 | . | -3 | 1632 | 4 | 3 | 0.016 | 2 | -0.6 | -3 | -8 |
| O=c1c2[nH]c3cccc(Cl)c3c2ncn1Cc1ccncc1 | 0.9 | -11 | -2 | 1558 | 5 | -9 | . | 7 | 0.1 | 7 | -4 |
| CCN(CC)C(=O)CSc1nsc(SCC(=O)N(CC)CC)c1C#N | 1 | . | -2 | 1732 | -1 | -11 | . | 5 | 3.2 | -3 | 7 |
| O=C(NCc1cccs1)C1CC(=O)N(C2CCCC2)C1 (stereo not drawn) | 1 | -16 | 1 | 1725 | 4 | -2 | . | 1 | 1.8 | -5 | 5 |
| COCC(C)n1c(C)cc(C(=O)COC(=O)CN=C2NS(=O)(=O)c3ccccc32)c1C (stereo not drawn) | 1.2 | -31 | -4 | 1435 | -18 | 7 | -0.3 | 6 | -0.2 | 6 | -5 |
| CCOCCCn1c(=S)[nH]c2cc(C(=O)N3CCOCC3)ccc2c1=O | 0.9 | -23 | 10 | 1804 | 6 | 6 | 0.27 | 6 | 0.1 | -6 | -2 |
| CC1CCCCC1NC(=O)COc1ccc(-n2cnnn2)cc1 (stereo not drawn) | 1 | . | -4 | 1543 | -1 | -8 | . | 3 | 0.6 | -1 | 9 |
| CCC(=O)c1ccc(N2CCN(C(=O)c3cccc(F)c3)CC2)c(F)c1 | 0.9 | 18 | 2 | 1565 | 7 | 1 | . | -2 | -0.2 | -1 | 5 |
| Cc1nc(N2CCN(C)CC2)[nH]c(=O)c1Cc1cccc2ccccc12 | 1 | 9 | 3 | 1567 | -5 | -16 | . | 6 | -0.9 | -11 | -2 |
| O=C(/C=C/c1ccco1)c1ccc(O)cc1 | 0.9 | -27 | 10 | 1624 | 13 | -7 | 0.98 | 7 | 4.4 | 1 | 1 |
| O=C(Nc1nc(-c2cccs2)c(C(=O)C(F)(F)F)s1)c1ccco1 | 1 | -1 | 41* | 3022* | -3 | 2 | 0.62 | 61* | -0.1 | -6 | 37* |
| CCn1c(SCc2ccc(OC)cc2)nnc1-c1ccncc1 | 0.9 | -12 | 2 | 1689 | 13 | -4 | . | 7 | -2.2 | -5 | 0 |
| O=C(Cc1cc(=O)[nH]c(=O)[nH]1)NCc1ccccc1 | 1.1 | -4 | -1 | 1325 | -10 | 7 | -0.024 | 1 | 1.1 | -9 | 0 |
| Cc1ccc(CSc2nnc3nc(C)cc(C)n23)cc1 | 0.9 | . | 6 | 1479 | 8 | 6 | -0.57 | 7 | 0.4 | -2 | 7 |
| Cc1ccc(OCC(=O)NCC(=O)Nc2ccc(F)c(F)c2F)c([N+](=O)[O-])n1 | 0.8 | -18 | -1 | 1500 | 20 | -2 | -0.7 | 4 | 0.2 | 1 | 1 |
| CC(C)C(C(=O)NCC1CCCO1)N(Cc1cccs1)C(=O)CNS(=O)(=O)c1ccccc1 (stereo not drawn) | 1 | 5 | -1 | 1470 | 5 | 6 | -1.2 | -9 | -0.1 | -3 | -1 |
| Cc1ccnc(NS(=O)(=O)c2ccc(NC(=O)c3ccc(S(=O)(=O)N4CCOCC4)cc3)cc2)n1 | 0.9 | -3 | 5 | 1442 | 8 | -17 | 0.11 | 5 | -0.3 | 7 | -2 |
| Cc1ccc(S(=O)(=O)Oc2ccc(C3C4=C(CCCC4=O)OC4=C3C(=O)CCC4)cc2)cc1 | 0.9 | . | 0 | 1563 | 5 | -12 | . | 4 | -3.6 | -1 | -3 |
| Cc1ccc(-c2nnn(CC(=O)N(Cc3cccs3)C(C(=O)NC3CCCC3)c3ccco3)n2)o1 (stereo not drawn) | 1 | -10 | 5 | 1718 | -4 | -6 | . | 0 | 0.2 | 7 | 19 |
| CCc1ccc(CCC(=O)Nc2ccc(S(N)(=O)=O)cc2)o1 | 0.9 | -2 | 6 | 1648 | 9 | -6 | . | 6 | 1.9 | -8 | -3 |
| CCOC(=O)c1cnc(SCc2cccc3ccccc23)nc1N | 0.9 | . | -3 | 1339 | 11 | 12 | 0.42 | -3 | 0.1 | -7 | 5 |
| COc1ccc(/C=C/C(=O)NCc2cnn(C)c2C)cc1COc1ccc(Br)cc1 | 1 | . | -1 | 1554 | -1 | -1 | . | 0 | 1.5 | 7 | -4 |
| Clc1ccc(CN2CCN(/N=C/c3cccnc3)CC2)cc1 | 1 | -10 | 0 | 1527 | -3 | 5 | -0.046 | -5 | -0.4 | 9 | -1 |
| Cc1ccc(-c2nn3nnnc3c3ccccc23)cc1C | 1 | . | -7 | 1515 | -1 | -8 | . | -12 | 2.8 | 11 | -6 |
| COC(=O)c1c(C(=O)OC)c(-c2ccc(C)cc2)n2c1CS(=O)C2 (stereo not drawn) | 1 | . | 2 | 1799 | 1 | 2 | 0.74 | 11 | 0.1 | 8 | 11 |
| O=C(Nn1c(=S)[nH]c2ccccc2c1=O)c1ccncc1 | 1 | -47 | -2 | 1565 | -4 | 1 | -0.13 | 9 | 0.1 | -4 | -1 |
| Cc1cccc(NC(=O)NCC(c2cccnc2)N2CCOCC2)c1 (stereo not drawn) | 1 | -32 | 12 | 1637 | -2 | 1 | -0.92 | -5 | -5.0 | 4 | 0 |
| CCC(C)NC(=O)c1n[nH]c(=O)c2ccccc12 (stereo not drawn) | . | -4 | -1 | 1466 | . | -1 | -0.3 | -7 | 1.9 | -8 | -6 |
| O=C(Nc1ccncc1)Nc1ccc(F)cc1F | 1 | -14 | -1 | 1487 | -3 | 7 | -0.55 | 3 | 0.6 | 33 | 10 |
| O=C(COc1cccc(-n2cnnn2)c1)Nc1ccccc1 | 0.9 | . | -2 | 1559 | 6 | 6 | 0.17 | 0 | 0.4 | -3 | 8 |
| COC(=O)c1ccc(CN2CCC(CO)(Cc3cccc(OC)c3)CC2)cc1 | 1.1 | -2 | -3 | 1427 | -6 | 4 | 0.44 | 7 | -0.1 | 83* | -1 |
| CC(=O)c1c(C)[nH]c(C(=O)O)c1C | 1.1 | -3 | -2 | 1668 | -12 | -9 | -1.5 | -12 | -0.7 | 10 | 2 |
| CCOC(=O)c1cn(CC(=O)Nc2ccc(C)cc2)nn1 | 1 | 13 | 8 | 1472 | 2 | -1 | . | 1 | -1.4 | -5 | 4 |
| S=C1CSc2ccccc2N1 | 0.9 | -6 | 2 | 1475 | 7 | 14 | . | 5 | 0.2 | -7 | -1 |
| Cc1cc(N2CCC(C)CC2)nc(-n2nc(C)cc2C)n1 | 1 | 7 | -6 | 1404 | -3 | 0 | . | 9 | 0.0 | 97* | 1 |
| Nc1cc(-c2ccccc2)nn1Cc1ccccc1 | 1 | -5 | 1 | 1560 | 1 | -1 | -0.22 | 5 | -1.0 | 8 | 1 |
| O=C(N/N=C\c1ccc(COc2ccc([N+](=O)[O-])cc2)o1)c1ccc(Cl)cc1 | 1 | . | 6 | 1597 | 0 | -6 | 1.5 | 7 | -0.2 | 2 | 6 |
| CCOC(=O)Cc1csc(NC(=O)c2c(-c3c(Cl)cccc3Cl)noc2C)n1 | 1 | . | -11 | 1372 | -4 | 1 | . | 2 | 1.8 | 24 | -4 |
| CCN(CC)CCCNc1nc2cc(OC)c(OC)cc2c2nc(-c3cccnc3)nn12 | 1 | . | 0 | 1584 | 0 | -4 | 0.15 | 6 | 0.2 | 101* | 7 |
| CC(C)CNC(=O)C1CCCN(C(=O)NCc2ccccc2)C1 (stereo not drawn) | 1 | -18 | 4 | 1347 | -1 | -8 | -0.42 | 3 | -1.4 | 0 | -1 |
| O=c1c2ccccc2sn1-c1ccccc1 | 0.7 | . | 4 | 1673 | 34 | 9 | -1.7 | 8 | 0.1 | 100* | 15 |
| CCCCC(c1nnnn1C1CCCC1)N1CCN(C(=O)c2ccco2)CC1 (stereo not drawn) | 1.1 | -20 | -11 | 1524 | -13 | 5 | -0.32 | -6 | 2.3 | 58* | -1 |
| Nc1nncn1C(=O)CCc1ccccc1 | 1.1 | -46 | 1 | 1511 | -6 | 4 | . | -2 | 3.2 | 2 | -10 |

Copied from the listing for reference:
| molecule | bIAP activator | S1P3 antag | PPARg SRC-1 ag | SRC2 TRFRET art | bIAP inh | TLR4 MyD88 comp | ROMK primary | PPARg SRC2 recr | Redox H2O2 prof | Lmaj promast | PPARg SRC3 recr |
| --- | --- | --- | --- | --- | --- | --- | --- | --- | --- | --- | --- |
| Nc1cc(-c2ccccc2)nn1Cc1ccccc1 | 1 | -5 | 1 | 1560 | 1 | -1 | -0.22 | 5 | -1.0 | 8 | 1 |
| O=C(N/N=C\c1ccc(COc2ccc([N+](=O)[O-])cc2)o1)c1ccc(Cl)cc1 | 1 | . | 6 | 1597 | 0 | -6 | 1.5 | 7 | -0.2 | 2 | 6 |
| CCOC(=O)Cc1csc(NC(=O)c2c(-c3c(Cl)cccc3Cl)noc2C)n1 | 1 | . | -11 | 1372 | -4 | 1 | . | 2 | 1.8 | 24 | -4 |
| CCN(CC)CCCNc1nc2cc(OC)c(OC)cc2c2nc(-c3cccnc3)nn12 | 1 | . | 0 | 1584 | 0 | -4 | 0.15 | 6 | 0.2 | 101* | 7 |
| CC(C)CNC(=O)C1CCCN(C(=O)NCc2ccccc2)C1 (stereo not drawn) | 1 | -18 | 4 | 1347 | -1 | -8 | -0.42 | 3 | -1.4 | 0 | -1 |
| O=c1c2ccccc2sn1-c1ccccc1 | 0.7 | . | 4 | 1673 | 34 | 9 | -1.7 | 8 | 0.1 | 100* | 15 |
| CCCCC(c1nnnn1C1CCCC1)N1CCN(C(=O)c2ccco2)CC1 (stereo not drawn) | 1.1 | -20 | -11 | 1524 | -13 | 5 | -0.32 | -6 | 2.3 | 58* | -1 |
| Nc1nncn1C(=O)CCc1ccccc1 | 1.1 | -46 | 1 | 1511 | -6 | 4 | . | -2 | 3.2 | 2 | -10 |
